Source: PubChem BioAssay
CHRM4 agonist – human M4 muscarinic receptor agonists, primary screen, CHO-K1 cells, Fluo-8 calcium fluorescence. CHO-K1 hM4/Gqi5; vehicle 0%, full acetylcholine response 100%. 360,000 compounds, 0.14% hits. Muscarinic acetylcholine receptor M4 (Homo sapiens), P08173. AID 624127, 2012. activation, % at 3 µM;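 active means activation above the run mean over all test wells plus 3 SD, cut at about 32% in these data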;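 further: peak over basal fluorescence ratio per well then scaled between controls; 0% = DMSO wells and 100% = acetylcholine at EC100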
M5 ag – human M5 muscarinic receptor agonists, primary screen, CHO-K1 cells, Fluo-8 calcium fluorescence. Muscarinic acetylcholine receptor M5 (Homo sapiens), P08912. CHO-K1 hM5 cells; 0% DMSO wells, 100% maximal acetylcholine response. activation, % at 3 µM. 360,000 compounds, 0.19% hits;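 active means activation above the run's mean over test compounds plus 3 SD, cut at about 23% in these data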;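 further: signal is peak over basal fluorescence ratio across the kinetic read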
Target sequence (P08912 whole entry, looked up): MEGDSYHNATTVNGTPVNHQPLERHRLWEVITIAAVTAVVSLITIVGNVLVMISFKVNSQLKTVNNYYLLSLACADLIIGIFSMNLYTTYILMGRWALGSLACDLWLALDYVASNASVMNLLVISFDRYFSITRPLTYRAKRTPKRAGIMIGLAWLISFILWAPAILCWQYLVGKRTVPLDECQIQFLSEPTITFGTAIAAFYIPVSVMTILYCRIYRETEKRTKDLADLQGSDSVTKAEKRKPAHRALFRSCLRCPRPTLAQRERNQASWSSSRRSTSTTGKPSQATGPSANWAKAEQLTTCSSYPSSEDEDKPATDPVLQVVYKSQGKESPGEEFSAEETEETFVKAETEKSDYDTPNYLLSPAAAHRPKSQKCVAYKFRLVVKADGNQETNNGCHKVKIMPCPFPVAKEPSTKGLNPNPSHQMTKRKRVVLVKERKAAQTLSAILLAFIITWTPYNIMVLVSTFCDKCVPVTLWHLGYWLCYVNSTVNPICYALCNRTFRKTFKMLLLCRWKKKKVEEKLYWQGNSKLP
CHRM1 agonist – human M1 muscarinic receptor agonists, primary screen, Fluo-8 calcium fluorescence, CHO-K1 cells, HTS; Muscarinic acetylcholine receptor M1 (Homo sapiens), P11229; CHO-K1 hM1, agonist mode; 0% DMSO, 100% acetylcholine EC100; activation, % at 3 µM; 360,000 compounds, 0.33% hits; AID 588814, 2011;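 active means activation above the run's mean compound activation plus 3 SD, cut at about 16% in these data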;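 further: peak over basal fluorescence ratio within a 140 s kinetic read after compound addition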
Target sequence (P11229 whole entry, looked up): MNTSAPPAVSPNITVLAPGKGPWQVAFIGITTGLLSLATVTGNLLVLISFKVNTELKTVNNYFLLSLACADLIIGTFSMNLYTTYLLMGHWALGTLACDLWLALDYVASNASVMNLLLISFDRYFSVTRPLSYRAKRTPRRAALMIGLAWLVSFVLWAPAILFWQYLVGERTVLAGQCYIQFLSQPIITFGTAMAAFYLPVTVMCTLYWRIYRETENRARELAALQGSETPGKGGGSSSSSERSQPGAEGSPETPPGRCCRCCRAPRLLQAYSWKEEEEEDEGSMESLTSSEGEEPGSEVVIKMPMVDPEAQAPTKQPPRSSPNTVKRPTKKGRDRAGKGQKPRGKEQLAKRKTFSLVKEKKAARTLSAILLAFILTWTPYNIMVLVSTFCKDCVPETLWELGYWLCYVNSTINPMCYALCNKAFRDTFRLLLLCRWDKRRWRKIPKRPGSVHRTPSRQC
CHRM1 antagonist – human M1 muscarinic receptor antagonists, primary screen, CHO-K1 cells, Fluo-8 calcium fluorescence, 1536-well; Muscarinic acetylcholine receptor M1 (Homo sapiens), P11229; CHO-K1 hM1, ACh EC80 antagonist; inhibition, % at 3 µM; 360,000 compounds, 1.3% hits; AID 588852, 2011;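 active means percent inhibition above its own plate's cutoff, namely the mean of that plate's compound wells plus 3 SD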;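 further: peak over basal fluorescence ratio during 140 s after agonist addition; 0% = ACh EC80 plus DMSO and 100% = DMSO alone without agonist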
M5 PAM – human M5 muscarinic receptor positive allosteric modulators, primary screen, CHO-K1 cells, Fluo-8 calcium fluorescence; Muscarinic acetylcholine receptor M5 (Homo sapiens), P08912; CHO-K1 hM5, ACh EC20 PAM; 0% = ACh EC20, 100% = ACh EC100; activation, % at 3 µM; 360,000 compounds, 0.3% hits; AID 624038, 2012;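 active means activation above the run cutoff, the mean activation of all test compounds plus 3 SD, cut at about 18% in these data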
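System: CHO-K1 cell line with stable human muscarinic M5 receptor expression | Also added: EC20 acetylcholine as agonist stimulus | Compound: One concentration, 3 µM final (nominal) | Timing: Fluo-8 loading 80 min at 37 °C plus 30 min room temperature | Measured by: Fluo-8 calcium dye fluorescence, kinetic read | Read-out basis: % activation, ACh-normalized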
CHRM1 PAM – human M1 muscarinic receptor positive allosteric modulators, primary screen, CHO-K1 cells, Fluo-8 calcium fluorescence, 1536-well; Muscarinic acetylcholine receptor M1 (Homo sapiens), P11229; CHO-K1 hM1, ACh EC20; 0% = ACh EC20, 100% = maximal ACh; activation, % at 3 µM; 360,000 compounds, 0.088% hits; in the data active means activation above about 19%, passing the limit was not always enough
M4 antag – human M4 muscarinic receptor antagonists, primary screen, CHO cells, Fluo-8 calcium fluorescence; Muscarinic acetylcholine receptor M4 (Homo sapiens), P08173; CHO-hM4 cells, ACh EC80; inhibition, % at 3 µM; 360,000 compounds, 0.73% hits; AID 624125, 2012;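 active means inhibition above its plate's cutoff, the mean inhibition of sample wells plus 3 SD, cut at about 27% in these data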;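 further: 0% = acetylcholine EC80 with DMSO and 100% = DMSO without agonist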
CHRM5 antagonist – human M5 muscarinic receptor antagonists, primary screen, CHO cells, Fluo-8 calcium fluorescence; Muscarinic acetylcholine receptor M5 (Homo sapiens), P08912; CHO-hM5 cells, ACh EC80; inhibition, % at 3 µM; 360,000 compounds, 0.59% hits; AID 624040, 2012;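 active means inhibition above a per-plate cutoff, the mean of that plate's test compounds plus 3 SD, cut at about 27% in these data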;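 further: 0% = acetylcholine EC80 with DMSO and 100% = DMSO without agonist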
TAAR1 ag – human TAAR1 agonists, primary screen, Fluo-8 calcium fluorescence, CHO RD-HGA16 cells. Trace amine-associated receptor 1 (Homo sapiens), Q96RJ0. vehicle wells 0%, saturating PEA agonist 100%. activation, % at 3 µM. 360,000 compounds, 0.99% hits. AID 624467, 2012;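 active means activation above the mean activation of all test compounds in the run plus 3 SD, cut at about 38% in these data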
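System: CHO RD-HGA16 cells carrying human TAAR1 plus Gα16; Incubation: 17-24 h seeding, 75 min 37 °C dye, 30 min RT; Measured by: Fluo-8 fluorescence, 5 s baseline then 140 s kinetic read; Control set: DMSO and PEA EC100; Replication: single well for each compound.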
Starred values were filed as active, the others as inactive; nt = not tested or not shown. This is a subset (hit frequency here may not be typical).

SMILES | CHRM4 agonist | M5 ag | CHRM1 agonist | CHRM1 antagonist | M5 PAM | CHRM1 PAM | M4 antag | CHRM5 antagonist | TAAR1 ag
COc1cccc(-c2n[nH]nc2C2=CC(=O)CC(C)(C)C2)c1 | 0.0 | 1.9 | -1.3 | -8.2 | -0.4 | 4.5 | -26.9 | 3.1 | 0.2
CCN1C(=O)CS/C1=N\S(=O)(=O)c1ccc(C)cc1 | 1.3 | 2.6 | 2.5 | -10.2 | 7.1 | 6.6 | -7.0 | 0.3 | 0.7
CCc1ccc(Nc2n[n+](-c3ccccc3)c(-c3ccc(SC)cc3)s2)cc1 | -0.3 | -8.5 | -8.2 | 0.2 | -19.1 | -5.0 | 9.8 | 17.3 | 3.5
CN(C)CCNC(NC(=O)c1cccs1)C(Cl)(Cl)Cl (centres undefined) | 0.2 | -1.2 | -5.2 | 3.6 | -3.1 | 0.3 | 11.7 | 3.8 | -1.9
Cc1ccc(-c2ccc(CO)o2)cc1N | 15.5 | -0.4 | -4.4 | 16.7 | -16.6 | -10.6 | 0.0 | 21.8 | 0.9
CN(C)S(=O)(=O)c1cccc(NC(=O)COc2ccc3ccccc3c2)c1 | 17.9 | 3.2 | -0.3 | 11.8 | -22.5 | -10.2 | 6.9 | 9.4 | 11.4
N#C/C(=C\c1ccc(Cl)cc1)c1n[nH]c(Cn2cncn2)n1 | 0.7 | -0.4 | 0.5 | -0.9 | 1.7 | 7.8 | -1.6 | -4.7 | 3.7
CCOC(=O)c1c(NC(=O)Cc2ccccc2)sc2c1CC(C)(C)NC2(C)C | 2.6 | 3.8 | 0.0 | 4.5 | -1.7 | -0.4 | 5.2 | 4.9 | 29.9
O=C(O)c1ccccc1S(=O)(=O)NCC(O)COc1ccc(Br)cc1 (centres undefined) | 0.9 | -2.2 | -1.9 | -4.5 | -2.0 | 4.6 | 10.5 | -5.1 | 4.2
COc1ccccc1CNC(=O)c1cnc2sccn2c1=O | 0.6 | 1.2 | -2.7 | -3.0 | -4.0 | -2.0 | 1.1 | 1.6 | 1.4
FC(F)(F)c1cc(-c2ccco2)nc(NCc2ccccc2)n1 | -0.1 | -2.3 | -3.5 | -10.3 | -0.6 | 2.8 | -5.8 | 6.6 | 0.4
O=c1[nH]nc(-c2ccc(F)cc2)cc1Cc1ccccn1 | 1.0 | 0.7 | -2.7 | -6.7 | -4.2 | 4.3 | 4.0 | 2.6 | 4.1
O=C(Nc1ccc2nc3n(c(=O)c2c1)CCCCC3)c1ccccc1[N+](=O)[O-] | 3.3 | -3.0 | -6.2 | -3.5 | -1.2 | 6.5 | 1.5 | 9.3 | 0.6
CCSc1nnc(NC(=O)COc2ccccc2)s1 | -0.1 | 1.1 | -5.3 | -3.1 | -0.8 | 1.7 | 5.5 | 6.6 | 9.1
COc1ccc(/C=N/n2c(N)nc3ccccc32)cc1OC | 1.6 | -1.7 | -4.0 | -24.6 | 0.7 | 3.5 | 8.5 | 1.3 | 0.9
COc1ccccc1-c1cnc2c(c1)C(=O)N([C@@H](C)CO)C[C@H](C)[C@H](CN(C)C)O2 | 1.3 | -1.1 | -2.2 | -3.7 | 2.7 | -1.9 | -27.4 | -10.9 | 1.8
CN(Cc1ccccc1)c1nc(N)c([N+](=O)[O-])c(Nc2cccc(F)c2)n1 | -0.4 | 4.4 | -4.4 | 0.8 | 2.2 | -0.6 | 0.7 | -7.7 | 6.2
CC1(c2ccccc2Cl)NC(=O)N(CC(=O)N2CCc3ccccc3C2)C1=O (centres undefined) | 4.5 | 2.9 | -1.6 | -7.0 | -1.7 | 5.9 | -2.1 | 1.3 | 5.2
CCNC(=O)CC1C(=O)N(c2ccc(F)cc2)C(=O)N1CCc1sccc1C (centres undefined) | 1.4 | 0.6 | -5.5 | -7.1 | -2.6 | 8.0 | 2.8 | -4.8 | 1.8
COc1ccc(C(CC(=O)c2ccc(C)cc2)Sc2ccccc2N)cc1 (centres undefined) | -0.6 | 1.0 | -3.2 | -6.5 | 0.1 | 3.0 | -8.8 | 11.1 | 0.3
COc1cc(/C=N/NC(=O)C(N)=O)ccc1OCC(=O)N1C(C)CCCC1C (centres undefined) | 0.2 | -0.2 | -2.4 | -6.2 | 6.0 | 7.9 | -7.4 | -6.8 | 6.0
O=C(NCc1ccncc1)NC1CCCCC1 | 0.7 | -1.9 | -3.6 | -12.9 | -1.0 | 6.4 | 0.5 | 3.4 | 3.8
CCOC(=O)N1CCN(C(=O)COc2cccc3c2CCN(Cc2ccc(F)cc2)C3=O)CC1 | 15.1 | 7.6 | -2.6 | 10.7 | -14.0 | -20.5 | -3.1 | 3.0 | 9.9
O=[N+]([O-])c1cn(Cc2ccccc2)cn1 | 1.0 | -4.5 | -9.2 | -11.6 | 0.5 | 4.9 | 2.8 | -5.4 | 2.9
CN(C)CCCNc1ncc(C(F)(F)F)cc1Cl | 1.3 | -8.8 | -11.7 | 6.6 | -0.5 | -5.2 | -3.1 | -8.5 | 3.5
CC(C)Oc1cccc(C(=O)NC2=NCCS2)c1 | 0.2 | 0.4 | -5.4 | 1.2 | 11.6 | 1.1 | 0.9 | 0.5 | -0.4
CC(C)(C)OC(=O)CNC(=O)c1nc[nH]c1C(=O)N1CCc2ccccc2C1 | 8.8 | 3.5 | -2.3 | 2.9 | -6.7 | -4.8 | 1.6 | 14.4 | 14.1
CC(SC(=S)N(C)Cc1cccs1)C(=O)O (centres undefined) | -0.1 | -2.0 | -5.6 | -3.6 | -6.4 | 0.9 | 5.2 | 7.8 | -0.7
CCNC(=S)NNC(=O)c1csc(CC)c1 | 1.6 | 1.7 | -0.2 | -1.6 | -4.5 | 6.0 | 8.0 | 8.3 | 0.1
CC1CCN(c2c(NCC3CCC(C(=O)NCCC4=CCCCC4)CC3)c(=O)c2=O)CC1 (centres undefined) | -1.3 | -2.0 | -6.3 | -19.1 | 9.5 | 11.6 | -6.7 | -4.8 | -4.8

Ordered by value in CHRM1 PAM (smallest number first): some entries from above
| SMILES | CHRM4 agonist | M5 ag | CHRM1 agonist | CHRM1 antagonist | CHRM1 PAM | M4 antag | CHRM5 antagonist |
| --- | --- | --- | --- | --- | --- | --- | --- |
| CN(C)CCCNc1ncc(C(F)(F)F)cc1Cl | 1.3 | -8.8 | -11.7 | 6.6 | -5.2 | -3.1 | -8.5 |
| CC(C)Oc1cccc(C(=O)NC2=NCCS2)c1 | 0.2 | 0.4 | -5.4 | 1.2 | 1.1 | 0.9 | 0.5 |
| COc1cc(/C=N/NC(=O)C(N)=O)ccc1OCC(=O)N1C(C)CCCC1C (centres undefined) | 0.2 | -0.2 | -2.4 | -6.2 | 7.9 | -7.4 | -6.8 |

Continued:
SMILES | CHRM4 agonist | M5 ag | CHRM1 agonist | CHRM1 antagonist | M5 PAM | CHRM1 PAM | M4 antag | CHRM5 antagonist | TAAR1 ag
COc1cc(OC)c(S(=O)(=O)Nc2ccc(C(=O)O)cc2)cc1S(=O)(=O)Nc1ccc(C(=O)O)cc1 | 0.7 | -4.3 | -2.7 | -10.0 | 6.9 | 17.7 | -0.1 | -1.9 | 0.1
COc1ccccc1N1CCN(C(=O)c2ccc3ncsc3c2)CC1 | 2.4 | 1.1 | -2.0 | 1.0 | -3.4 | -1.6 | 0.0 | 10.3 | 9.5
COc1cc(NC(=O)c2ccccc2Cl)c2ncccc2c1 | -0.2 | -4.0 | -4.8 | -6.2 | -1.6 | 3.2 | 7.2 | 24.5 | 1.7
O=C(CCN1C(=O)c2ccccc2C1=O)N1CCN(c2ccccn2)CC1 | 4.3 | 4.2 | -2.1 | -2.4 | -6.5 | 13.1 | 0.0 | 6.5 | 3.4
Fc1ccc(CNCc2ccc(Br)cc2)cc1 | 3.0 | -3.1 | -11.1 | -0.5 | 3.9 | -1.2 | -17.1 | -3.8 | 3.1
CCOc1ccc(CCNC(=O)CN2C(=O)NC3(CCCCCC3)C2=O)cc1OCC | 1.8 | 2.4 | -0.8 | 13.9 | -2.9 | -4.0 | 0.6 | 0.7 | 0.8
CCOc1ccc(NS(=O)(=O)c2ccc(NS(=O)(=O)c3ccc(SC)cc3)cc2)cc1 | 3.8 | 4.6 | 2.1 | -9.8 | -4.9 | 11.5 | 3.0 | -1.1 | 13.3
Cc1ccc(S(=O)(=O)N2C[C@H]3C(=O)C[C@@H](c4ccc(Cl)cc4)N(S(=O)(=O)c4ccccc4C)[C@H]3C[C@H]2c2cccc(Cl)c2)cc1 | 0.9 | 1.6 | -1.1 | -4.7 | -3.4 | -1.1 | -13.2 | -3.8 | 2.0
CNS(=O)(=O)c1ccc(N2CCCC2)c([N+](=O)[O-])c1 | 1.4 | -4.5 | -4.5 | -5.4 | -2.7 | 5.2 | 6.2 | 6.6 | 0.0
CN1C(=O)NC(c2ccccc2)C2=C1CN(CCc1ccccc1)C2=O (centres undefined) | -1.7 | -4.5 | -2.5 | 10.0 | 3.1 | 0.6 | 4.1 | -2.0 | 57.9*
CC(=O)c1cccc(NS(=O)(=O)c2ccc(-c3cnc(C4CC4)o3)cc2)c1 | 15.7 | 6.4 | 3.6 | 32.1* | -15.8 | -11.7 | 7.5 | 20.3 | 3.6
COC(=O)c1sccc1NC(=O)C12CC3CC(CC(C3)C1)C2 | 0.4 | -0.7 | -2.9 | -9.7 | -3.2 | 4.9 | 6.0 | 1.0 | 1.7
C#Cc1ccc([C@@H]2C=C(C(=O)N3CCN(Cc4ccc5c(c4)OCO5)CC3)O[C@H](OCCCCO)C2)cc1 | 1.4 | -1.6 | -4.5 | 3.4 | 13.5 | 4.0 | 1.7 | 11.3 | 6.0
CCOC(=O)C1=CCC(c2ccccc2)N(S(=O)(=O)c2ccc(C)cc2)[C@H]1CC (some centres undefined) | -0.6 | -1.9 | nt | nt | -3.0 | nt | 1.8 | 5.1 | -1.8
COCCCNc1nc2ccccc2[nH]c1=O | 0.2 | -1.9 | -1.8 | 4.0 | 3.0 | -0.7 | -6.5 | 0.3 | 9.8
Cc1ccc(C(=O)NC(C)C(c2cccs2)N2CCOCC2)cc1C (centres undefined) | -0.1 | -1.0 | -2.6 | -7.0 | -0.7 | 5.0 | 3.2 | -4.5 | 0.4
Cc1cc(NC(=O)c2cccs2)ccc1NC(=O)Cc1ccccc1 | 2.4 | -0.8 | -5.3 | 3.0 | -5.5 | -4.1 | 5.2 | 6.7 | 2.0
Cc1ccc(S(=O)(=O)N2CCOC2CNC(=O)C(=O)NCCCc2ccccc2)cc1 (centres undefined) | 1.7 | -1.5 | -1.4 | -8.1 | -2.7 | 6.5 | -1.9 | 11.5 | 11.1
